DENV2 CPE: inhibitors of DENV2 cytopathic effect, primary screen, cell-based, plate reader, single concentration | 350,000 tested, 1.7% active | DENV2-infected cells, cytopathic effect rescue | AID 651640, 2012 | CPE inhibition, % at 9.99 µM; in the data active means CPE inhibition above about 20%, passing the limit was not always enough; inconclusive means no clear call, values can overlap the other calls; tested in BHK-21 cells;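 further: 0% = median of neutral control wells and 100% = median of positive control wells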
RAD52 anneal inh: RAD52 DNA annealing inhibitors, primary screen, biochemical, FRET, single point, set 2; AID 651710, 2012; recombinant RAD52 DNA annealing, FRET fluorescence; inhibition, % at 18.7 µM; 360,000 tested, 0.46% active;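 active means every replicate showing at least 50% inhibition; inconclusive means mean inhibition at least 50% but not in every replicate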
Target sequence (P43351 whole entry, looked up): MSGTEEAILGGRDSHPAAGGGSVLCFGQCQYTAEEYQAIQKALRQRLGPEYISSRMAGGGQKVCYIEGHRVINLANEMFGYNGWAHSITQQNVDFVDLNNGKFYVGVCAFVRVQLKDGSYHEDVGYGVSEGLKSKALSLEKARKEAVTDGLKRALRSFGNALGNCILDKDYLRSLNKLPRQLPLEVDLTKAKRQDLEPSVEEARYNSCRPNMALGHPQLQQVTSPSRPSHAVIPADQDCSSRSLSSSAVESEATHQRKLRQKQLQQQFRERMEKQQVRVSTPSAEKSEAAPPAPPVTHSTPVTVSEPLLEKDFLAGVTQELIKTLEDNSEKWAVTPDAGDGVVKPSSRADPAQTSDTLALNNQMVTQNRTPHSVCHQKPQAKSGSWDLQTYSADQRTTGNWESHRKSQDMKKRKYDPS
Casp6 inh: human caspase-6 inhibitors, primary screen, biochemical, VEID-R110 fluorescence, single point, set 2. purified caspase-6, Z-VEID-R110 cleavage fluorescence. 350,000 tested, 0.53% active. inhibition, % at 12.5 µM. AID 686996, 2013. P55212;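 active means mean inhibition across replicates at least about 35%, with every replicate also reaching that limit, limit read from the data; inconclusive means only one of the two criteria met; inactive means neither criterion met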;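 further: 0% = median of neutral control wells and 100% = no fluorescence left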
GSIS activator: GLuc luminescence reporter in INS-1E cells, primary screen for activators of glucose-dependent secretion of insulin. INS-1E GLuc reporter insulin secretion, 2-3 h. activation, % at 16.6 µM. AID 743287, 2014. 370,000 tested, 0.61% active;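 active means lowest replicate activation of at least 40%, so every replicate reaches that level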;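 further: 0% = median of neutral control wells and 100% = median of IBMX positive control wells; some compounds called inactive have numbers as strong as hits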
RAD54 inh: inhibitors of human RAD54 branch migration, primary screen, biochemical, fluorescence, single point; 360,000 tested, 0.14% active; AID 602329, 2012; DNA repair and recombination protein RAD54-like (Homo sapiens), Q92698; RAD54 Holliday junction branch migration, FAM/BHQ fluorescence; inhibition, % at 10.4 µM;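 active means mean normalized replicate activity at least 40 and at least half of replicates scoring 40 or more; inconclusive means only one of the two criteria met; inactive means mean below 40 and under half of replicates reaching 40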;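 further: 0% = median of neutral control wells and 100% = median of positive control wells; inhibitors cause a drop in the FAM fluorescence signal; in these data hits start at about 50%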
XiGFP reactiv: activators of inactive X chromosome reactivation, primary screen, imaging, XiGFP fibroblasts, GFP high-content imaging, set 2; XiGFP mouse fibroblasts, % GFP-positive cells imaging, 3 d; cells co-treated with 5-aza-dC sensitizer; scaled so ellipticine positive control = 100%; activation, % at 7.58 µM; 360,000 tested, 0.055% active;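 active means mean normalized replicate activation at least 10% and every replicate at or above 10%; inconclusive means only one of the two criteria met; inactive means mean below 10% and not all replicates reach 10%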;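 further: 0% = median of on-plate neutral control wells and 100% = ellipticine 6 µM median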
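Assay system – SV40-immortalized XiGFP fibroblast cells, line 68-5-11 · Buffer or medium – DMEM supplemented with 5-aza-dC as sensitizing agent · Dosing – one concentration, pinned · Benchmarks – positive control ellipticine, 6 µM final · Times – 3 days compound exposure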
E-selectin induc: E-selectin induction in HUVECs, primary screen, imaging, HUVEC, immunofluorescence imaging, single point; P16581; normalized: neutral wells 0, TNF-alpha wells 100; activation, % at 7.58 µM; 260,000 tested, 0.37% active;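 active means mean E-selectin-positive cell signal at least 10% of the positive control, reached in at least 60% of replicates, without over 20% cell loss; inconclusive means no rule given, readout overlaps actives, possibly toxicity-flagged; inactive means the rest, including those meeting only one limit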;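 further: in these data hits start at about 27%; measured in HUVEC primary endothelial cells; signal is the percent of cells scored E-selectin positive by PE staining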
Target sequence (P16581 whole entry, looked up): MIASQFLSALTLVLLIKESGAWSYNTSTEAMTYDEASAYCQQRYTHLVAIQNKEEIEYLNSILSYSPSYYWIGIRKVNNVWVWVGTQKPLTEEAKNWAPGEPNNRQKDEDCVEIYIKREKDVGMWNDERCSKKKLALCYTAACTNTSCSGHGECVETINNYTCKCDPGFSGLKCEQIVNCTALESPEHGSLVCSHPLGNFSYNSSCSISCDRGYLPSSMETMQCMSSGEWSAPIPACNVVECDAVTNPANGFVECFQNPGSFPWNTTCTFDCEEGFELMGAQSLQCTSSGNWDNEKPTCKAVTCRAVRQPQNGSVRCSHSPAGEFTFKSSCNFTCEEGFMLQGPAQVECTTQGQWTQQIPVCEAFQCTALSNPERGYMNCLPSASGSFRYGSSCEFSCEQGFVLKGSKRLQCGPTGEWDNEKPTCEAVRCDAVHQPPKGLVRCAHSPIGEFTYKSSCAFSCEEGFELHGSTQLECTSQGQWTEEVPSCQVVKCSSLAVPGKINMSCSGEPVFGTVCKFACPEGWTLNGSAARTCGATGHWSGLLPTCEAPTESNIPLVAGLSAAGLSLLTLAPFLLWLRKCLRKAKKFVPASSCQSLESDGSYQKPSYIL
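Read-out: % PE-positive cells | Test system: HUVEC | Doses: One compound dose added by pin transfer | Buffer or medium: EGM-2 over gelatin coat | Signal: Immunofluorescence imaging | Benchmarks: TNF-alpha, DMSO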
F508del corr: F508del CFTR correction, initial screen, CFBE line, single point. AID 720511, 2013. activity (quench increase), % at 7.58 µM. 350,000 tested, 0.36% active. CFBE cells, YFP halide quenching; stimulated with forskolin plus potentiator P3; % fluorescence drop versus neutral controls;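 active means mean added fluorescence quench of at least 8% versus neutral control, with both replicates also reaching 8%; inconclusive means only one of the mean or replicate conditions met; inactive means mean below 8% and not both replicates reaching 8%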;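 further: cells transiently co-express mutant CFTR-F508del with the halide-sensitive YFP; corrector assay measuring rescue of mutant channel to the surface after 24 h compound exposure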
Numbers without * were called inactive; ? = inconclusive; nt = no result given. Rows are unselected. About 3.7% of those tested had a hit in this group.

SMILES	DENV2 CPE	RAD52 anneal inh	Casp6 inh	GSIS activator	RAD54 inh	XiGFP reactiv	E-selectin induc	F508del corr
CNc1ncnc2c1ncn2[C@H]1CN(C2CCCC2)C[C@@H](CO)O1	0	-19	5	0	-3	-0.1	0.2	2.2
C[C@@H]1CN([C@H](C)CO)C(=O)c2cccc(NC(=O)C3CCOCC3)c2O[C@@H]1CN(C)Cc1ccc(Cl)c(Cl)c1	7	3	1	12	-17	-0.1	0.7	-0.7
O=C(NCc1ccc(F)cc1)Nc1cccc(Cl)c1	2	-12	-1	-6	nt	0.5	nt	-1.5
CO[C@H]1CN(C)C(=O)c2ccc(NC(=O)C3CCC3)cc2OC[C@H](C)N(Cc2ccncc2)C[C@H]1C	11	-1	5	7	-11	0.1	-0.4	3.5
Cc1ccc(S(=O)(=O)c2cc(C)cc(S(=O)(=O)Nc3ccc(C(=O)O)cc3)c2C)cc1	-7	-16	-3	4	7	-0.1	nt	-0.9
CCOC(=O)c1cnc(-c2ccccc2)nc1C(F)(F)F	nt	-6	1	10	-1	0.0	4.5	-2.4
COC(=O)Cc1nc(Nc2ccccc2)sc1C	1	-14	-2	-2	-6	0.1	0.0	1.2
CCCNC(=O)C[C@H]1CC[C@@H]2[C@H](COc3ccc(NS(=O)(=O)c4ccccc4C)cc3C(=O)N2C)O1	8	-2	-2	-7	-4	0.2	0.0	1.0
O=C(NC[C@@H]1[C@@H](c2ccccc2)[C@H](CO)N1C(=O)Cc1ccncc1)C1CCC1	-2	-29	1	14	0	0.0	0.1	-2.5
Cc1cc(C)n(C(=O)/C(C#N)=C/N(C)C)n1	0	-8	1	-6	-2	0.3	nt	3.0
N#C/C(=C\c1ccc([N+](=O)[O-])cc1)C(=O)NCCCn1ccnc1	-6	7	-22	-4	-4	0.0	nt	-1.0
COc1cc(OC)c(C(=O)OCC(=O)Nc2ccc(N3CCOCC3)cc2)cc1OC	16	-2	0	-5	4	0.0	-0.2	-0.4
Cn1c(=O)c2c(ncn2CCC(=O)N/N=C/c2ccncc2)n(C)c1=O	4	-16	-3	14	nt	0.1	nt	3.7
Cc1nonc1C(=O)N/N=C/c1ccncc1	-4	-2	-1	1	-4	-0.1	0.9	-0.5
O=C(NCc1cccs1)c1ccc(CS(=O)Cc2cccc(Cl)c2)o1 (centres undefined)	9	-4	1	7	-9	0.4	-0.2	-1.5
O=C(N[C@@H]1C=C[C@@H](CC(=O)N2CCN(c3ccccc3)CC2)O[C@@H]1CO)c1ccccc1	-4	-4	1	-1	-1	0.4	-0.1	2.2
Cc1ccc(S(=O)(=O)Nc2cccc3c2O[C@@H](CN(C)C)[C@H](C)CN([C@@H](C)CO)C3=O)cc1	12	12	0	18	-10	-0.2	0.1	-2.5
CC(C)CC#Cc1ccc2c(c1)O[C@@H](CN(C)C(=O)C1CCCCC1)[C@@H](C)CN([C@H](C)CO)S2(=O)=O	-5	-12	1	-9	4	0.2	-0.8	5.3
O=C(Nc1cccc(Br)c1)Oc1cccc2cccnc12	-4	-9	-1	-6	nt	0.0	0.2	-1.7
CCN(C(=O)Cn1nc(C(=O)O)c2ccccc2c1=O)C1CCCCC1	6	0	2	13	nt	0.0	nt	-2.6
CCCNC(=O)N1[C@H](C#N)[C@H](c2ccc(-c3cccnc3)cc2)[C@H]1CO	-6	14	0	4	-5	0.2	0.1	0.9
C[C@@H]1CN([C@@H](C)CO)C(=O)c2cc(NC(=O)c3ccccc3)ccc2O[C@@H](C)CCCCO[C@H]1CN(C)C(=O)c1ccncc1	16	3	-3	6	5	-0.1	0.0	-1.0
CCOc1ccc(OCCCC(=O)N2CCN(S(=O)(=O)c3ccc(Cl)cc3)CC2)cc1	0	-9	-4	-4	nt	0.0	nt	-1.7
COc1ccccc1OCC(=O)Nc1nnc(C2CCCC2)s1	-3	-6	-1	22	-16	0.0	nt	1.4
CC(Sc1nnc(Cc2ccc3c(c2)OCO3)o1)C(N)=O (centres undefined)	6	-13	-1	2	-6	0.0	1.7	-1.1
CCCS(=O)(=O)c1nc(S(=O)(=O)c2ccc(C)cc2)c(N2CC(C)OC(C)C2)s1 (centres undefined)	-3	-3	1	11	3	0.2	0.4	-5.4
COc1ccc(OCC(=O)OCC(=O)NC2CCCC2)cc1	0	-6	1	nt	-9	0.1	-0.7	3.3
Cc1nc2ncnn2c(N2CCC(C(=O)NC3CCCC3)CC2)c1Cc1ccccc1	3	-3	1	-16	0	nt	nt	0.7
Cc1ccc2oc(=O)c3cc(C(=O)N4CCN(C)CC4)sc3c2c1	6	-12	-3	-1	17	0.0	7.8	-0.3
O=c1sc(/C=N/Nc2ccccc2)c(Cl)n1Cc1ccccc1	0	-3	-2	-18	nt	0.4	nt	nt

An excerpt of these results, with each value named:
O=C(NC[C@@H]1[C@@H](c2ccccc2)[C@H](CO)N1C(=O)Cc1ccncc1)C1CCC1
- DENV2 CPE: -2
- RAD52 anneal inh: -29
- Casp6 inh: 1
- GSIS activator: 14
- RAD54 inh: 0
- XiGFP reactiv: 0.0
- E-selectin induc: 0.1
- F508del corr: -2.5

O=C(Nc1cccc(Br)c1)Oc1cccc2cccnc12
- DENV2 CPE: -4
- RAD52 anneal inh: -9
- Casp6 inh: -1
- GSIS activator: -6
- RAD54 inh: nt
- XiGFP reactiv: 0.0
- E-selectin induc: 0.2
- F508del corr: -1.7

O=c1sc(/C=N/Nc2ccccc2)c(Cl)n1Cc1ccccc1
- DENV2 CPE: 0
- RAD52 anneal inh: -3
- Casp6 inh: -2
- GSIS activator: -18
- RAD54 inh: nt
- XiGFP reactiv: 0.4
- E-selectin induc: nt
- F508del corr: nt

CNc1ncnc2c1ncn2[C@H]1CN(C2CCCC2)C[C@@H](CO)O1
- DENV2 CPE: 0
- RAD52 anneal inh: -19
- Casp6 inh: 5
- GSIS activator: 0
- RAD54 inh: -3
- XiGFP reactiv: -0.1
- E-selectin induc: 0.2
- F508del corr: 2.2

More records follow:
SMILES	DENV2 CPE	RAD52 anneal inh	Casp6 inh	GSIS activator	RAD54 inh	XiGFP reactiv	E-selectin induc	F508del corr
Cc1ccc2cccc(OCCCOc3ccccc3CO)c2n1	-4	-11	-2	-2	7	0.0	0.0	-3.1
O=[N+]([O-])c1ccc(OCC(O)CN(CCO)CCO)cc1 (centres undefined)	-4	-11	-2	6	2	0.1	7.8	-0.2
COc1cc(C(=O)Nc2ccc(S(=O)(=O)N(C)c3ccccc3)cc2)cc(OC)c1OC	-6	-12	-2	-8	nt	0.0	-1.9	nt
O=C(Cc1c(F)cccc1Cl)NCc1cccnc1	5	0	-2	4	6	0.1	-0.1	0.1
COCC(=O)Nc1ccc2c(c1)C(=O)N(C)C[C@@H](OC)[C@@H](C)CN(Cc1cc(F)ccc1F)[C@H](C)CO2	-4	0	1	-17	-1	-0.3	0.0	0.1
C/C(=N/OC(=O)c1cccc(C(F)(F)F)c1)c1cnccn1	2	-4	3	-2	14	0.1	nt	0.5
Cc1cccc(N2CCN(C(C)C(=O)N3CCc4ccccc43)CC2)c1C (centres undefined)	2	-10	-3	4	2	0.0	nt	-0.7
CN(C)C(=O)[C@@H]1[C@@H](CO)[C@@H]2Cn3c(ccc(C4=CCCC4)c3=O)[C@H]1N2CCC(F)(F)F	-15	0	5	11	nt	0.4	0.0	-3.7
C[C@H]1CN([C@@H](C)CO)S(=O)(=O)c2ccc(-c3cccnc3)cc2O[C@H]1CN(C)Cc1cncnc1	-11	7	-6	0	1	-1.3	0.3	1.8
O=S(=O)(c1ccccc1)N1CCN=C1SCc1ccc(Cl)cc1	8	0	-2	7	nt	-0.1	nt	2.3
CCCCC1=CC2=CC(=O)C(C)(OC(=O)CCc3ccccc3)C(=O)C2=CO1 (centres undefined)	17	-18	nt	-8	-9	0.1	0.0	-3.0
CC(C)(C)c1ccc(-c2nc3cc(N)ccc3o2)cc1	-2	-11	2	nt	-15	0.3	0.4	1.2
COc1ccc2c3c(n(C)c2c1)[C@H](CO)N(C(=O)Nc1ccc(F)cc1)CC31CCN(S(=O)(=O)c2cn(C)cn2)CC1	1	-5	-6	-10	nt	0.4	-0.5	-1.8
COc1ccccc1C#Cc1cnc2c(c1)C(=O)N([C@@H](C)CO)C[C@@H](C)[C@H](CN(C)C(C)=O)O2	11	6	-3	22	-2	-2.0	-0.1	3.3
CCOc1ccc(C2CC(=O)NC(SCC(=O)OC)=C2C#N)cc1 (centres undefined)	?	-11	1	17	2	0.0	-1.3	-0.2
COc1ccc(C(=O)COC(=O)c2ccc(Cl)nc2)c(OC)c1	3	-38	8	8	9	-0.1	0.0	6.1
O=C(c1ccncc1)N1CC(=O)N2[C@H](C1)[C@H](c1ccc(/C=C/c3ccccc3)cc1)[C@@H]2CO	4	-7	2	-13	nt	0.1	0.4	3.9
COc1cc(/C=C2\SC(N3CCCCC3)=NC2=O)cc(OC)c1OC	2	-2	-3	7	nt	0.0	nt	-0.4
CC(=O)Nc1ccc(S(=O)(=O)Oc2cccc(/C=N/N=C3/NC(=O)C(CC(=O)O)S3)c2)cc1 (centres undefined)	-2	-13	5	-21	nt	0.1	nt	5.0
COc1ccc(CCN=C(N)NS(=O)(=O)c2ccc(OC)c(OC)c2)cc1OC	-5	2	-1	-2	7	0.3	nt	6.9
CC(C)N(C(=O)Cn1cc(SCC(=O)N2CCCC2)c2ccccc21)C(C)C	-7	1	1	-7	nt	0.0	-1.3	-2.5
Cc1cccc(C)c1NC(=O)CNC(=O)c1ccc2ccccc2n1	-4	-3	0	3	-2	0.0	-0.7	-2.5
CC(C)c1ccc(NC(=O)Cn2c(=O)oc3cccnc32)cc1	8	-12	-3	nt	nt	0.0	nt	-2.7
CCN(c1ccccc1)c1cc(C)nc2ncnn12	-3	-1	0	2	5	0.2	0.3	-0.6
C[C@@H]1CN([C@@H](C)CO)C(=O)c2ccccc2-c2ccccc2CO[C@H]1CN(C)C(=O)[C@@H]1CCCN1C	14	-32	-1	-2	-2	0.2	0.3	-2.4
CCc1ccccc1NC(=O)CNC(=O)CCC(=O)c1cc(C)sc1C	-9	-17	-3	5	2	-0.1	0.1	2.6
COC(=O)[C@@]12CCCN1[C@H](c1ccc(-c3ccc(F)cc3)c(OC)c1)[C@H]1C(=O)N(C)C(=O)[C@H]12	-15	-53	3	nt	-4	0.0	0.3	0.7
Cc1ccc(N(CCC#N)C(=O)CSc2nc3ccccc3c(=O)[nH]2)cc1	9	9	0	25	-1	0.0	nt	-0.9
COc1ccc(CCNC(=O)c2nnn(CC(=O)Nc3cccc(F)c3)c2N)cc1OC	-2	-3	-1	-7	nt	0.0	-0.6	2.7

Compound activity (PubChem BioAssay)
